SW480 rerep: inducers of DNA re-replication in SW480 colon cancer cells | AID 624297 | 340,000 tested, 1.8% active | Potency, µM (titrated, usually from 46.1 µM), inactives show at the highest dose re-replication activation, most hits filed as activators | SW480 DNA re-replication, Hoechst DNA content imaging, 48 h; further: potency means the concentration at half of the fitted maximal effect; % of control where 0% means no effect; nearly all actives have a fitted effect of over 55% in size
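Compounds, transferred as 23 nL by pin tool, were incubated with cells for 48 hr; DNA content per nucleus was then quantified by Hoechst staining and fluorescence plate imaging.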
MCF10A rereplic: DNA re-replication induction in MCF 10a cells; MCF 10A DNA re-replication, Hoechst nuclear intensity, 48 h; 350,000 tested, 2.9% active; Potency, µM (titrated, usually from 46.1 µM), inactives show at the top dose activity, positive = re-replication, usual class: activators; further: potency means the concentration at half of the fitted maximal effect; % of control where 0% means no effect; nearly all actives have a fitted effect of over 50% in size
ATXN2 expr inh: inhibitors of ATXN2 expression; HEK-293 ATXN2-luciferase reporter, luminescence, 24 h; Potency, µM (series often up to 57 µM), inactives show at the top dose activity change, negative = inhibition, actives largely listed as inhibitors; 360,000 tested, 0.72% active; further: potency means the concentration at half of the fitted maximal effect; on the % scale 0 is the no-effect control and ±100 the full control effect; nearly all actives have a fitted effect of over 55% in size
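qHTS (up to 57 uM final) was run with 24 h compound exposure of reporter cells at 37 °C. Each well was multiplexed: SteadyGlo luminescence measured ATXN2-luciferase expression after a fluorogenic Gly-Phe-AFC viability readout (25 uM final).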
WRN helicase inh: WRN helicase (human) inhibition; AID 651768; WRN helicase unwinding, fluorescent forked duplex, kinetic; 360,000 tested, 0.46% active; Potency, µM (top dose mostly 114 µM), for the others: top-dose activity change, negative = inhibition, actives largely listed as inhibitors; further: potency means the concentration at half of the fitted maximal effect; on the % scale 0 is the no-effect control and ±100 the full control effect; nearly all actives have a fitted effect of over 55% in size
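Enzyme (20 nM final) and test compound sit together 15 min at room temperature before substrate addition. Substrate is a single-forked duplex oligonucleotide (100 nM) labelled with fluorophore and quencher, with 2 mM ATP; helicase unwinding raises red fluorescence, read kinetically.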
KB-3-1 cytotox: kills parental KB-3-1 adenocarcinoma cells; 400,000 tested, 1.4% active; KB-3-1 viability, CellTiter-Glo ATP luminescence, 72 h; Potency, µM (doses to about 46.1 µM), inactives show at the top dose activity change, negative = cytotoxic, hits mostly cytotoxic; further: potency means the concentration at half of the fitted maximal effect; on the % scale 0 is the no-effect control and ±100 the full control effect; nearly all actives have a fitted effect of over 60% in size
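Cells are dispensed, compounds pinned in, plates held at 37 °C for 72 h, then CellTiter-Glo is added and luminescence read after 10 minutes. Cell line: parental KB-3-1 in phenol-red-free DMEM, 10% FBS.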
IL-1B inflam inh: inhibitors of inflammasome signaling (IL-1 beta secretion) | activity change, % at 57.5 µM | AID 743279 | 360,000 tested, 4.7% active | THP-1 LPS/ATP IL-1B secretion, AlphaLISA, 16 h; hits give low values; in the data active means activity change below about -50%; inconclusive means mostly about -30% to -49%; further: on the % scale 0 is the no-effect control and ±100 the full control effect
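Secreted IL-1B measured by AlphaLISA bead assay after 16 h compound exposure of THP-1 cells; compounds (final up to 57.5 uM) added 1 h before LPS (250 ng/mL) and ATP (1.25 mM) stimulation; lower signal means less secretion.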
HT1080NT lethal: kills 2HG-producing HT-1080-NT fibrosarcoma cells; HT-1080-NT fibrosarcoma viability, CellTiter-Glo ATP luminescence, 48 h; Potency, µM (series often up to 46.1 µM), inactives show at the highest dose activity, negative = less viability, most hits filed as cytotoxic; 360,000 tested, 1.6% active; AID 686970;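 further: NT is the 2HG producing partner of a matched IDH1 knockdown line; potency means the concentration at half of the fitted maximal effect; 0% = DMSO-treated cells and -100% = media-only wells without cells; nearly all actives have a fitted effect of over 55% in size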
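Toxicity toward the 2HG-producing NT line was scored as %Activity, normalised to DMSO and no-cell wells, from CellTiter-Glo luminescence after 48 hours' treatment.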
HT1080 IDH1KD tx: HT-1080 IDH1 knockdown cell toxicity (counter line); HT-1080 IDH1 knockdown viability, ATP luminescence, 48 h; Potency, µM (doses to about 46.1 µM), for inactives: at the highest dose activity, negative = toxicity, usual class: cytotoxic; 360,000 tested, 2% active; AID 686971;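 further: potency means the concentration at half of the fitted maximal effect; 0% = DMSO wells and -100% = cell-free medium wells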
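% activity derives from luminescence (CellTiter-Glo), normalised to DMSO and no-cell wells. HT-1080-IDH1KD cells, 750/well, had 48 h compound exposure at 37 °C.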
KB-V1 cytotox: kills drug-selected multidrug resistant KB-V1 cells; KB-V1 MDR cells viability, CellTiter-Glo, 72 h; Potency, µM (series often up to 46.1 µM), without a hit: at the highest dose activity change, negative = cytotoxicity, hits mostly cytotoxic; 400,000 tested, 3.4% active; AID 1347076; further: potency means the concentration at half of the fitted maximal effect; on the % scale 0 is the no-effect control and ±100 the full control effect; nearly all actives have a fitted effect of over 60% in size
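Cytotoxicity toward P-gp-expressing KB-V1 cells was determined as loss of CellTiter-Glo luminescence after 72 h at 37 degrees C. Compounds were tested in quantitative HTS format across a concentration range, with curves fitted to normalized data.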
Numbers without * were called inactive; u = inconclusive; x = not tested or not shown; [ ] = another dose, or the depositor's remark. Unless noted, the call rests on the fitted dose curve; in most records, active means well fitted curve in the direction sought with a large enough effect; inconclusive means small, poorly fitted or top-dose-only effect, or another doubt; inactive means no such curve, though single readings can be large; an effect the other way counts as inactive or inconclusive. Outcome played no part in choosing rows; any-hit rate near 12%.

cpd	mol	SW480 rerep	MCF10A rereplic	ATXN2 expr inh	WRN helicase inh	KB-3-1 cytotox
1	COc1ccccc1CN1CCNC(=O)C1CC(=O)NCC1CCOCC1 (stereo not given)	0%	1%	9%	-9%	x
2	O=C1OCCC1Sc1nnc(-c2ccc(Br)cc2)o1 (stereo not given)	-3%	6%	u	-6%	2%
3	O=C(Nc1cccnc1Cl)c1noc2c1CCc1ccccc1-2	2%	6%	x	-1%	5%
4	Nc1n[nH]c(-c2ccccc2[N+](=O)[O-])n1	-3%	u	7%	-5%	2%
5	COC(=O)c1cccc(NS(=O)(=O)c2ccc(OC)c(OC)c2)c1C	-3%	1%	4%	3%	1%
6	CC(C)CCN1CCN(Cc2cn[nH]c2C2CCCCC2)CC1CCO (stereo not given)	0%	0%	-21%	10%	-5%
7	Cc1ccc(Nc2nnc(SCc3ccccc3)s2)cc1	1%	-16%	5%	-1%	-3%
8	Nc1cc(=O)[nH]c(SCc2ccc(Cl)cc2)n1	-11%	17%	20%	15%	-28%
9	CCOC(=O)c1ccc(NC(=O)CN2CCN(CCN=CC3=C(O)CC(C)(C)CC3=O)CC2)cc1	-17%	-2%	4%	14%	u
10	O=C(NCCc1cccc(F)c1)C1CCC(=O)N(CCCc2ccccc2)C1 (stereo not given)	0%	3%	-6%	-16%	x
11	COc1ccc(Cn2c3ccc(OC)cc3c3nc4ccccc4nc32)cc1	-2%	u	-15%	-4%	u
12	Cc1cc(NC(=O)CCSc2ccc(Cl)cc2)no1	-3%	3%	-19%[11.3 µM]	-25%[57.1 µM]	8%
13	COC(=O)C1=C(O)/C(=C\c2ccc(OCC(=O)Nc3ccc(OC)cc3)cc2)N=C1C	15µM*	u	-2%	-3%	12%
14	O=C(CN1CCCN(S(=O)(=O)c2ccc(F)cc2)CC1)Nc1c(Cl)cccc1Cl	2%	27%	5%	-4%	-1%
15	CCN(CC)S(=O)(=O)c1ccc(C)c(C)c1	-1%	0%	-1%	-4%	-1%

cpd	IL-1B inflam inh	HT1080NT lethal	HT1080 IDH1KD tx	KB-V1 cytotox
1	7	1%	-1%	x
2	36	25%	17%	u
3	-14	17%	18%	7%
4	-14	10%	23%	3%
5	0	0%	-5%	u
6	-8	-4%	12%	-24%
7	u	-5%	-1%	-2%
8	34	-8%	-9%	1%
9	9	24%	24%	0%
10	14	4%	3%	x
11	16	1%	15%	3%
12	-7	23%	13%	-2%
13	-12	2%	1%	u
14	-5	-8%	-1%	2%
15	6	6%	16%	-9%

The last 5 compounds of the section before come first, to join the parts:
cpd	mol	SW480 rerep	MCF10A rereplic	ATXN2 expr inh	WRN helicase inh	KB-3-1 cytotox
11	COc1ccc(Cn2c3ccc(OC)cc3c3nc4ccccc4nc32)cc1	-2%	u	-15%	-4%	u
12	Cc1cc(NC(=O)CCSc2ccc(Cl)cc2)no1	-3%	3%	-19%[11.3 µM]	-25%[57.1 µM]	8%
13	COC(=O)C1=C(O)/C(=C\c2ccc(OCC(=O)Nc3ccc(OC)cc3)cc2)N=C1C	15µM*	u	-2%	-3%	12%
14	O=C(CN1CCCN(S(=O)(=O)c2ccc(F)cc2)CC1)Nc1c(Cl)cccc1Cl	2%	27%	5%	-4%	-1%
15	CCN(CC)S(=O)(=O)c1ccc(C)c(C)c1	-1%	0%	-1%	-4%	-1%
16	O=C(CN1CCOCCOCCN(CC(=O)Nc2ccccc2)CCOCC1)Nc1ccccc1	-4%	-1%	-7%	1%	-2%
17	O=[N+]([O-])/C=C\c1ccc(N2CCCC2)c(F)c1	18µM*	18µM*	u	-23%	u
18	O=C1c2cccnc2C(O)N1Cc1cccs1 (stereo not given)	2%	-1%	2%	11%	5%
19	Cc1cc(C(=O)CSc2nc(N)cc(N)n2)c(C)n1CCc1ccc(F)cc1	6%	u	-29%	-7%	-14%
20	O=C(Nc1ncc(Cc2cccc(C(F)(F)F)c2)s1)C1CCCO1 (stereo not given)	-4%	7%	10%	2%	u
21	CC1=C(C(=O)N(C(C)C)C(C)C)CC(CC(=O)NC2CCCC2)C(=O)N1Cc1ccc(F)cc1 (stereo not given)	x	x	7%	1%	0%
22	COc1cc(-c2nc(-c3ccccc3)c(-c3cccs3)[nH]2)cc(OC)c1O	-4%	u	11%	-9%	u
23	COc1ccccc1C(=O)COC(=O)CCNS(=O)(=O)c1ccc(C)c(C)c1	-2%	-1%	-7%	0%	3%
24	Cc1ccc(CSc2nnc(-c3cccnc3)o2)cc1	-8%	-10%	35%[activator]	2%	u
25	Cc1ccc(OCC(=O)NNC(=O)C2CCN(c3nc(C)cc(C)n3)CC2)cc1	13%	4%	-6%	1%	-6%
26	COc1ccc(NC(=O)CCN2CCCC(C)C2)cc1 (stereo not given)	-3%	-2%	3%	3%	1%
27	O=C(NCc1ccco1)c1ccc(Cl)c(S(=O)(=O)N2CCc3ccccc32)c1	-8%	7%	-18%	-18%	u
28	COc1ccc(CCCCCCOCc2ccccc2)cc1	-2%	-2%	1%	-29%	-23%
29	CC(C)(C)c1ccc(NC(=O)COC(=O)c2ccc([N+](=O)[O-])s2)cc1	-18%	-6%	14%	-10%	0%
30	O=C(NNC(=O)C1[C@H]2CCCC[C@@H]12)Nc1cccc2ccccc12 (stereo not given in full)	-2%	1%	18%	4%	18%

cpd	IL-1B inflam inh	HT1080NT lethal	HT1080 IDH1KD tx	KB-V1 cytotox
11	16	1%	15%	3%
12	-7	23%	13%	-2%
13	-12	2%	1%	u
14	-5	-8%	-1%	2%
15	6	6%	16%	-9%
16	9	-4%	-9%	-9%
17	-55*	u	3.3µM*	u
18	0	23%	-1%	-6%
19	-66*	u	u	u
20	8	-16%	-21%	u
21	-4	20%	16%	4%
22	u	-2%	-2%	21µM*
23	7	2%	-1%	15%
24	33	16%	6%	u
25	6	-6%	6%	1%
26	3	0%	13%	3%
27	-51*	-9%	-7%	u
28	0	-5%	9%	5%
29	24	3%	10%	0%
30	2	-16%	-13%	9%

(further entries)
cpd	mol	SW480 rerep	MCF10A rereplic	ATXN2 expr inh	WRN helicase inh	KB-3-1 cytotox
31	CCC(C)C(NS(=O)(=O)c1ccc(C)cc1)C(=O)NCCCN1CCOCC1 (stereo not given)	-8%	4%	4%	-5%	-2%
32	Cc1ccc(N2CC(=O)N(CC(=O)O)C2=O)cc1	-8%	-1%	-4%	7%	9%
33	COc1ccccc1/C=N/NC(=O)c1ccc(NC(=O)c2ccccc2Br)cc1	-135%[inhibitor]	1%	-1%	-5%	0%
34	CC(=O)Nc1ccc(NC(=O)Cn2cnc3c(nnn3Cc3ccc(F)cc3)c2=O)cc1	3%	11%	3%	-3%	-3%
35	Cc1c(C(=O)Nc2ccc(Br)cc2)cnn1C	0%	2%	48%[activator]	12%	-3%
36	CC1(C)CC(NC(=O)c2ccc(F)cc2)CC(C)(C)N1	x	x	x	3%	9%
37	COCCn1c(=O)[nH]c2cc(C(=O)NCC3CCCO3)ccc2c1=O (stereo not given)	2%	-2%	2%	-6%	20%
38	CSc1nsc(/C=C/Nc2cccc(Cl)c2)c1C#N	19%	9.2µM*	9%	-24%	-4%
39	Cc1cc(OC(C)C(=O)Nc2cccnc2)ccc1Cl (stereo not given)	-5%	-1%	-3%	3%	-3%
40	Oc1cccc(-c2csc(C(O)(c3ccccc3)C(F)(F)F)n2)c1 (stereo not given)	x	x	13%	-7%	0%
41	O=C(CCc1nc(-c2ccccn2)no1)NCc1ccc2c(c1)OCO2	-6%	-32%[inhibitor]	-2%	2%	-6%
42	CCC(C)(CC(=O)O)CC(=O)Nc1cc(C(F)(F)F)cc(C(F)(F)F)c1 (stereo not given)	-13%	9%	-13%	-7%	2%
43	O=C(c1ccc(CS(=O)(=O)c2ccccc2)o1)N1CCN(c2ncccn2)CC1	-2%	12%	9%	1%	4%
44	CN(CC(=O)Nc1ccc2c(c1)OCCO2)S(=O)(=O)c1ccc(Br)s1	-4%	25%	10%	-29%	3%
45	O=C(NC(=S)Nc1ccc2oc(=O)ccc2c1)c1ccccc1F	10%	-2%	28%	-4%	10%
46	Cc1ccccc1/[N+]([O-])=C/c1cccs1	u	7%	x	-3%	0%
47	CCOC(=O)c1c(C)[nH]c(C(=O)OCC(=O)Nc2ccc(OC)c(Cl)c2)c1C	u	13%	-14%	-1%	2%
48	Cc1ccccc1C(=O)NC(=S)NC1CC1	11%	-11%	30%	9%	-1%

cpd	IL-1B inflam inh	HT1080NT lethal	HT1080 IDH1KD tx	KB-V1 cytotox
31	0	28%	10%	17%
32	3	16%	9%	15%
33	26	-9%	1%	14%
34	4	-13%	-4%	-10%
35	17	3%	1%	-8%
36	-1	3%	-11%	19%
37	30	0%	0%	28%
38	18	-2%	-8%	19%
39	33	-17%	-1%	13%
40	29	u	-17%	2%
41	x	-1%	0%	-6%
42	39	-15%	-26%	21%
43	-6	0%	-1%	3%
44	-11	2%	-3%	0%
45	x	-2%	-8%	0%
46	10	8%	15%	-2%
47	-13	15%	14%	u
48	38	-1%	-6%	-10%
